N370S GC: inhibitors or activators of N370S glucocerebrosidase for Gaucher disease. P04062. N370S GC spleen homogenate, 4MU-glucoside fluorescence. Potency, µM (titrated, usually from 59.4 µM), inactives show at the highest dose activity change, negative = inhibition, most hits filed as inhibitors. actives 0.092% (n = 330,000);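 note: 0% = full enzyme activity and -100% = no enzyme basal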
FEN1 inhibitor: blocks human flap endonuclease 1. Recombinant FEN1 flap cleavage, fluorescence, 15 min. Potency, µM (doses to about 114 µM), for the others: at the top dose activity change, negative = inhibition, hits mostly inhibitors. actives 0.35% (n = 390,000); note: nearly all actives have a fitted effect of over 65% in size
Target sequence (P39748 whole entry, looked up): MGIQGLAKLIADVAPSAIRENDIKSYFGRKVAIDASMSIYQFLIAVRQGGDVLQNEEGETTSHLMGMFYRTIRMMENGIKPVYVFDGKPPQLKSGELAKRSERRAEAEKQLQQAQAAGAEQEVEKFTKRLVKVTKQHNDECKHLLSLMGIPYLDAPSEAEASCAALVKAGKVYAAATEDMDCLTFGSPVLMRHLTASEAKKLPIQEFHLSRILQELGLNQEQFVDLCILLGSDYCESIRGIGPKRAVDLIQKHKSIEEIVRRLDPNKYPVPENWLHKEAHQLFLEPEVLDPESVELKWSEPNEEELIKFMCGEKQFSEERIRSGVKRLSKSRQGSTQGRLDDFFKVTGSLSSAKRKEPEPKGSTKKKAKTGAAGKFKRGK
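FEN1 at 10 nM, compound pretreatment for 15 min (room temperature), 50 nM final substrate to initiate; endpoint reads at 0 and 15 min; DMSO-only plates used as vehicle background.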
KAT2A inh: blocks human GCN5L2 histone acetyltransferase; actives 0.21% (n = 390,000); Potency, µM (highest dose often 58.9 µM), inactives show at the highest dose activity change, negative = inhibition, actives largely listed as inhibitors; Q92830; GCN5L2 HAT assay, ThioGlo1 CoA-SH fluorescence; AID 504327
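GCN5L2 (20 nM) in 50mM HEPES pH 7.5, 0.1mM EDTA, 0.01% Tween-20 preincubated 15 min with compounds at room temperature. Reaction started with H3(1-25) 75uM, acetyl-CoA 70uM, ThioGlo1 50uM; CoA-thiol fluorescence (Ex340/Em540) read at 0 and 20 min.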
* = called active by the depositor; & = joins results of further samples. Calls come from the whole dose curve; as a rule, active = well fitted curve in the direction sought with a large enough effect; inconclusive = small, poorly fitted or top-dose-only effect, or another doubt; inactive = no such curve, though single readings can be large; an effect the other way counts as inactive or inconclusive. Unless noted, % is set by controls: 0 for no effect and ±100 for the full control effect; potency is the fitted concentration of half-maximal effect.

For N#Cc1ccccc1Sc1ccccc1C(=O)OCC(N)=O the results were N370S GC 5%, FEN1 inhibitor -1% and KAT2A inh -7%.
For CCC(=O)Nc1ccc2c(c1)ncn2-c1ccc(OC)cc1 the results were N370S GC -1%, FEN1 inhibitor 9% and KAT2A inh 1%.
`Cc1ccc(NS(=O)(=O)c2ccc(C)c(C(=O)N3CCN(C)CC3)c2)cc1` gave N370S GC 0%, FEN1 inhibitor 3% and KAT2A inh 5%.
`Cn1c(=O)oc2cc(S(=O)(=O)NCc3ccc(Cl)cc3)ccc21` gave N370S GC -5%, FEN1 inhibitor 16% and KAT2A inh 1%.
Screening O=C(NCCCn1ccnc1)c1ccc2nccnc2c1 returned N370S GC -9%, FEN1 inhibitor 20% and KAT2A inh -2%.
Screening O=C(CCC(=O)OCC(=O)c1ccc(Br)cc1)Nc1cccc2cccnc12 returned N370S GC 4%, FEN1 inhibitor -2% and KAT2A inh 15%.
`Cc1ccccc1OCc1nc2ccccc2c(=O)n1N` gave N370S GC -20%, FEN1 inhibitor 5% and KAT2A inh -5%.
Cc1ccc(CSCCNC(=O)CCSc2ccccc2)cc1 was read as N370S GC inconclusive, FEN1 inhibitor -15% and KAT2A inh -16%.
Cc1ccc(S(=O)(=O)N2CCN(C(=O)CNC(=O)c3sc4ccccc4c3Cl)CC2)cc1 was read as N370S GC 1%, FEN1 inhibitor 0% and KAT2A inh -12%.
`CCCN(CCC)C(C(=O)Nc1cccc(OC)c1)c1ccccc1` (stereo not drawn) gave N370S GC -1%, FEN1 inhibitor inconclusive and KAT2A inh 1%.
For O=C(C1CCCO1)N(c1cccc(Cl)c1)C1C=CS(=O)(=O)C1 (stereo not drawn) the results were N370S GC 0%, FEN1 inhibitor -8% and KAT2A inh 1%.
Cc1ccc(C)c(NC(=O)CSc2nc(-c3ccccc3Cl)nc3c2Cc2c(CO)cnc(C)c2O3)c1 was read as FEN1 inhibitor -1% and KAT2A inh -3%.
Screening O=C(Nc1ccc2c(c1)OCO2)c1ccc(Cl)cc1Cl returned N370S GC 0%, FEN1 inhibitor -7% and KAT2A inh -26%.
Screening NC(=O)c1c(NC(=O)c2cccnc2)sc2c1CCCCC2 returned N370S GC 1%, FEN1 inhibitor -6% and KAT2A inh -8%.
Screening COc1ccc(-n2c(Cc3cccn3C)nnc2SCC(=O)N2CCCC2)cc1 returned N370S GC -2%, FEN1 inhibitor 0% and KAT2A inh 3%.
Screening Cc1cc(C)nc(NC(=O)c2ccc(OC(C)C)cc2)n1 returned N370S GC 9%, FEN1 inhibitor 1% and KAT2A inh 0%.
`CCn1ncc(Br)c1C(=O)NC1CCCCCCC1` gave N370S GC -7%, FEN1 inhibitor -17% and KAT2A inh 1%.
Screening CCCC(c1nnnn1C(C)(C)C)N1CCN(Cc2ccccc2)CC1 (stereo not drawn) returned N370S GC 7%, FEN1 inhibitor 1% and KAT2A inh -3%.
Screening CCN(CC(=O)Nc1c(F)cccc1F)C(=O)c1cnc(C)cn1 returned FEN1 inhibitor 4% and KAT2A inh -7%.
`CC(=O)c1c[nH]c(C(=O)NC2CCCCCC2)c1` gave N370S GC -2%, FEN1 inhibitor -1% and KAT2A inh 0%.
`CCOC(=O)CSc1nc2sc3c(c2c(=O)n1Cc1ccccc1)CC(C(C)C)OC3` (stereo not drawn) gave FEN1 inhibitor -14% and KAT2A inh -5%.
Screening O=C(O)C1C2C=CC(C3CC23)C1C(=O)N1CCc2ccccc21 (stereo not drawn) returned N370S GC -4%, FEN1 inhibitor -4% and KAT2A inh 0%.
Screening Cc1[nH]c2ccccc2c1Cc1nnc(SCC(=O)NCc2ccco2)o1 returned N370S GC -9%, FEN1 inhibitor 19% and KAT2A inh 2%.
Screening CC(C)=C(NC(=O)c1ccccc1)C(N)=O returned N370S GC 1%, FEN1 inhibitor -2% and KAT2A inh 2%.
Cc1ccccc1OCC(O)Cn1c(Br)nc2c1c(=O)[nH]c(=O)n2C (stereo not drawn) was read as N370S GC 12%, FEN1 inhibitor -6% and KAT2A inh -1%.
For S=C(Nc1ccc2nccnc2c1)N1CCOCC1 the results were N370S GC 3%, FEN1 inhibitor -6% and KAT2A inh -4%.
`O=C(NC(=S)Nc1ccc(N2CCCC2)cc1)c1ccc(F)cc1` gave N370S GC -1%, FEN1 inhibitor -4% and KAT2A inh -2%.
Screening CCN(CC)S(=O)(=O)c1cc(NC(=O)c2n[nH]c(=O)c3ccccc23)ccc1C returned N370S GC -3%, FEN1 inhibitor 15% and KAT2A inh -3%.
`O=C(CNS(=O)(=O)c1ccc(Cl)cc1)N1CCN(c2ccc(F)cc2)CC1` gave FEN1 inhibitor -18% and KAT2A inh -2%.
CC1=C(C#N)c2nc(N)c(C#N)c(C)c2/C1=C\c1ccc(C)cc1 was read as N370S GC -27% and KAT2A inh inconclusive.
`CCCC(C)C(=O)Nc1ccc(S(=O)(=O)Nc2nccs2)cc1` (stereo not drawn) gave N370S GC -4%, FEN1 inhibitor -7% and KAT2A inh -7%.
Screening CSCCCNC(=S)N1CCN(c2ccc(C(C)=O)cc2)CC1 returned N370S GC 3%, FEN1 inhibitor 5% and KAT2A inh -2%.
Cc1ccc(C)c(N2CCN(CCCNC(=O)c3cnn(-c4cccc(Cl)c4)c3C3CCN(C(=O)OC(C)(C)C)CC3)CC2)c1 was read as FEN1 inhibitor -25% and KAT2A inh -7%.
O=[N+]([O-])c1ccc(O)c(C=Nc2ccc3oc(Cc4ccc(Cl)cc4)nc3c2)c1 was read as N370S GC -20% and KAT2A inh -9%.
For O=C1COc2ccc(S(=O)(=O)N3CCC(C(=O)NCc4ccc(F)cc4)CC3)cc2N1 the results were N370S GC -19%, FEN1 inhibitor -16% and KAT2A inh -18%.
For CCOc1ccc(CCNC(=O)c2[nH]c3cc(OC)ccc3c2Sc2ccccc2)cc1OCC the results were FEN1 inhibitor -8% and KAT2A inh -8%.
Screening CCOc1cc2[nH]c(=O)n(CCCCCC(=O)NCc3ccco3)c(=O)c2cc1OCC returned N370S GC 29%, FEN1 inhibitor -6% and KAT2A inh -2%.
`Cc1cccc(N(C)S(=O)(=O)c2nnc(NC(=O)C(C)Oc3ccccc3)s2)c1` (stereo not drawn) gave FEN1 inhibitor -25% and KAT2A inh -9%.
COc1ccccc1NC(=O)c1c(-c2ccc(C)cc2)nnc2ccccc12 was read as FEN1 inhibitor -12% and KAT2A inh -21%.
`CCOC(=O)c1cc(-c2ccc(OC)c(S(=O)(=O)N3CCN(c4ccccc4)CC3)c2)on1` gave FEN1 inhibitor -11% and KAT2A inh -4%.

Continued (2 carried over from the part before).
COc1ccccc1NC(=O)c1c(-c2ccc(C)cc2)nnc2ccccc12 was read as FEN1 inhibitor -12% and KAT2A inh -21%.
`CCOC(=O)c1cc(-c2ccc(OC)c(S(=O)(=O)N3CCN(c4ccccc4)CC3)c2)on1` gave FEN1 inhibitor -11% and KAT2A inh -4%.
O=C(COC(=O)c1ccccn1)Nc1nc(-c2cccc([N+](=O)[O-])c2)cs1 was read as N370S GC 1%, FEN1 inhibitor -15% and KAT2A inh -4%.
Screening CCN(CC)c1ccc(NC(=O)CCS(=O)(=O)c2cccc3nsnc23)c(C)c1 returned N370S GC -10%, FEN1 inhibitor -6%&-16% and KAT2A inh -2%&0%.
For COc1ccc(NC(C)=O)cc1NC(=O)CN1CCN(C2c3ccccc3-c3ccccc32)CC1 the results were N370S GC -26%, FEN1 inhibitor -5% and KAT2A inh -13%.
`CC(=O)c1nnn(-c2cccc(C#N)c2)c1C` gave N370S GC -2%, FEN1 inhibitor 12% and KAT2A inh 0%.
Screening CCOC(=O)c1sc(=S)n(C)c1N returned N370S GC -10%, FEN1 inhibitor 6% and KAT2A inh -9%.
Screening Cn1nc(C(F)(F)F)c(C#N)c1N1CCN(c2ccc(F)cc2)CC1 returned N370S GC 11%, FEN1 inhibitor -22% and KAT2A inh 0%.
Screening CC(=O)Nc1ccc(C)cc1-c1nc2ccccc2n(CC(=O)c2ccc(Cl)cc2)c1=O returned FEN1 inhibitor 4% and KAT2A inh -3%.
COc1cccc(N2CCN(CC(=O)c3c[nH]c4ccc(OC)cc34)CC2C)c1 (stereo not drawn) was read as N370S GC -25%, FEN1 inhibitor -18% and KAT2A inh -14%.
Screening CC1(C(=O)Nc2ccccc2)Cc2ccccc2C(=O)O1 (stereo not drawn) returned N370S GC -12%, FEN1 inhibitor 14% and KAT2A inh -2%.
`COc1cc(/C=C/C(=O)OCN2C(=O)c3ccccc3C2=O)ccc1OC(F)F` gave N370S GC -2%, FEN1 inhibitor 2% and KAT2A inh -21%.
Screening COC(=O)c1ccc(NC(=O)CCn2cnnn2)cc1 returned FEN1 inhibitor -1% and KAT2A inh -7%.
For O=S(=O)(c1ccc(-c2n[nH]c(=S)o2)cc1)N1CCCC1 the results were N370S GC -2%, FEN1 inhibitor 1% and KAT2A inh -4%.
CN(C(=O)COC(=O)C1CCN(S(=O)(=O)c2c(Cl)cccc2Cl)CC1)c1ccccc1 was read as N370S GC -3%, FEN1 inhibitor -15% and KAT2A inh -14%.
`CCCn1c(SCC(=O)Nc2ccc(S(=O)(=O)N(C)C)cc2)n[nH]c1=O` gave N370S GC 3%, FEN1 inhibitor 4% and KAT2A inh -5%.
Screening O=C(OCc1ccc(Br)cc1)c1cccnc1 returned N370S GC -4%, FEN1 inhibitor -2% and KAT2A inh -2%.
For COc1cccc(C2C(C(=O)Nc3ccccc3)=C(C)Nc3nnnn32)c1OC (stereo not drawn) the results were FEN1 inhibitor -2% and KAT2A inh 1%.
`COc1ccc(CCNc2ccc(S(N)(=O)=O)cn2)cc1` gave N370S GC -6%, FEN1 inhibitor 19% and KAT2A inh -4%.
For Cc1ccc(Cn2cccc(NC(=O)c3ccco3)c2=O)cc1 the results were N370S GC -13%, FEN1 inhibitor -16% and KAT2A inh -5%.
For OCc1ccccc1O[C@H]1OC(CO)C(O)C(O)C1O (stereo partly drawn) the results were N370S GC -2% and KAT2A inh -1%.
Screening Cc1ccc(Cl)c(NC(=O)CSc2n[nH]c(=O)n2C2CC2)c1Cl returned FEN1 inhibitor 25% and KAT2A inh 1%.
O=C(Nc1sc2c(c1C(=O)NCC1CCCO1)CCC2)c1cc(=O)c2ccccc2o1 (stereo not drawn) was read as FEN1 inhibitor -2% and KAT2A inh 1%.
Screening Cc1ccc(N2CCN(C(=O)c3cccs3)CC2)cc1C returned N370S GC -3%, FEN1 inhibitor -2% and KAT2A inh -29%.
`Cc1ccc(NC(=O)C2C3CCC(O3)C2C(=O)O)cc1Cl` (stereo not drawn) gave N370S GC -6%, FEN1 inhibitor 18% and KAT2A inh 3%.
`CCC1ON(c2ccccc2)C2c3nc4ccccc4n3CC12` (stereo not drawn) gave N370S GC -2%, FEN1 inhibitor 3% and KAT2A inh 24%.
Screening O=C(/C=C/c1ccccc1)N/C(=C\c1ccco1)C(=O)NCCO returned N370S GC 0%, FEN1 inhibitor 5% and KAT2A inh -11%.
Screening COc1ccc(C(=O)CN2Cc3ccccc3C2=N)cc1 returned N370S GC 5%, FEN1 inhibitor -7% and KAT2A inh -3%.

Structures above with an aryl thioether with sulfur outside any ring, in the order listed:
For N#Cc1ccccc1Sc1ccccc1C(=O)OCC(N)=O the results were N370S GC 5%, FEN1 inhibitor -1% and KAT2A inh -7%.
Cc1ccc(CSCCNC(=O)CCSc2ccccc2)cc1 was read as N370S GC inconclusive, FEN1 inhibitor -15% and KAT2A inh -16%.
Cc1ccc(C)c(NC(=O)CSc2nc(-c3ccccc3Cl)nc3c2Cc2c(CO)cnc(C)c2O3)c1 was read as FEN1 inhibitor -1% and KAT2A inh -3%.
Screening COc1ccc(-n2c(Cc3cccn3C)nnc2SCC(=O)N2CCCC2)cc1 returned N370S GC -2%, FEN1 inhibitor 0% and KAT2A inh 3%.
`CCOC(=O)CSc1nc2sc3c(c2c(=O)n1Cc1ccccc1)CC(C(C)C)OC3` (stereo not drawn) gave FEN1 inhibitor -14% and KAT2A inh -5%.
Screening Cc1[nH]c2ccccc2c1Cc1nnc(SCC(=O)NCc2ccco2)o1 returned N370S GC -9%, FEN1 inhibitor 19% and KAT2A inh 2%.
For CCOc1ccc(CCNC(=O)c2[nH]c3cc(OC)ccc3c2Sc2ccccc2)cc1OCC the results were FEN1 inhibitor -8% and KAT2A inh -8%.
`CCCn1c(SCC(=O)Nc2ccc(S(=O)(=O)N(C)C)cc2)n[nH]c1=O` gave N370S GC 3%, FEN1 inhibitor 4% and KAT2A inh -5%.
Screening Cc1ccc(Cl)c(NC(=O)CSc2n[nH]c(=O)n2C2CC2)c1Cl returned FEN1 inhibitor 25% and KAT2A inh 1%.

Screens: PubChem BioAssay, National Center for Advancing Translational Sciences (NCATS)
